Source: PubChem BioAssay (Sanford-Burnham Center for Chemical Genomics)
hIAP block: human IAP inhibition. P09923. purified IAP, CDP-Star luminescence, 30 min. inhibition, % at 10 µM. hit rate 0.12% among 330,000. AID 2544;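 active = inhibition reaching a set limit with compound at 10 µM in the primary screen, cut at about 35% in these data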;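 also: plate controls were DMSO wells with enzyme for no effect and no-enzyme buffer wells for full effect; values of inactives mirror those of a sister screen read the other way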
A3A deaminase: inhibitors of human APOBEC3A DNA deaminase. inhibition, % at 20 µM. AID 493011. recombinant A3A, FAM/TAMRA ssDNA deamination fluorescence. hit rate 0.41% among 330,000. P31941;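 active = at least 40% inhibition at 20 µM here, with at most 30% in a related deaminase screen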;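 also: plate controls were A3A with DMSO for no effect and wells lacking A3A enzyme for full effect; some results filed as inactive read as strong as hits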
Target sequence (P31941 whole entry, looked up): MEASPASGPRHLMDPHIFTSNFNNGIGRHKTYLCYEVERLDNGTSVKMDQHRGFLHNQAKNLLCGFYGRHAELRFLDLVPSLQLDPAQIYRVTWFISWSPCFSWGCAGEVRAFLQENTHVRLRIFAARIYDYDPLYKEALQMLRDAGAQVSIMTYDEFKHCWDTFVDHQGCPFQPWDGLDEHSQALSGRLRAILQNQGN
mIAP act: increases mouse intestinal alkaline phosphatase activity. muIAP, CDP-Star luminescence, 30 min; active compounds read high; 1 = vehicle-only enzyme signal, 0 = enzyme-free wells. activation factor at 10 µM. hit rate 0.24% among 330,000;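 active = activation factor of at least 2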; also: the source names both 10 and 20 µM as test concentration; values of inactives mirror those of a sister screen read the other way
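System: Mouse IAP enzyme | Also added: CDP-Star substrate | Dosing: Compounds dispensed in DMSO | Schedule: 30 min enzyme-substrate-compound incubation at room temperature | Technique: Chemiluminescence readout | Control set: DMSO-only wells and no-enzyme negative control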
PfG6PD inh: PfG6PD (Plasmodium falciparum) enzyme inhibition; hit rate 0.78% among 350,000; PfGluPho enzyme, NADPH resazurin-diaphorase fluorescence; inhibition, % at 20 µM;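 active = inhibition reaching at least a set limit at 20 µM in the primary screen, cut at about 59% in these data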;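 also: 0% = DMSO wells with substrate and 100% = DMSO wells lacking glucose-6-phosphate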
hIAP activ: human IAP activation; purified human IAP, CDP-Star luminescence, 30 min; active compounds read high; 1 = vehicle-only enzyme, 0 = enzyme-free background; activation factor at 10 µM; hit rate 0.16% among 330,000; AID 2524;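 active = activation factor of the enzyme at least 2-fold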; also: the source names both 10 and 20 µM as test concentration; values of inactives mirror those of a sister screen read the other way
ATG4B inhibitor: inhibitors of human ATG4B cysteine protease. ATG4B cleavage of LC3-PLA2, NBD-HPC fluorescence, 1 h. inhibition, % at 8.33 µM. hit rate 0.51% among 340,000. AID 504462; in the data active = inhibition above about 40%
Target sequence (Q9Y4P1 whole entry, looked up): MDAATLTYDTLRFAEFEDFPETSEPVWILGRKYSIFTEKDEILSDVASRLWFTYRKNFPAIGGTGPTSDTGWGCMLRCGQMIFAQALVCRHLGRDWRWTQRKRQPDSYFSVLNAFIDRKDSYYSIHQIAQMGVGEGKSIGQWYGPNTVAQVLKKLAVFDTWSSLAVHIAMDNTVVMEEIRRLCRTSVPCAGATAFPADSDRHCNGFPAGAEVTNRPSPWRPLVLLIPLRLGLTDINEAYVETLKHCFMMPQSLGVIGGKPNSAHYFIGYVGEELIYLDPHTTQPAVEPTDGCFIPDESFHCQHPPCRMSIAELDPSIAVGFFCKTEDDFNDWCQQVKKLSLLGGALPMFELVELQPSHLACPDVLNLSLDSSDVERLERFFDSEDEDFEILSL
HKDC1 inh: HKDC1 (human) hexokinase inhibition; Q2TB90; recombinant HKDC1, G6PDH/diaphorase resazurin coupled fluorescence; inhibition, % at 20 µM; hit rate 0.16% among 340,000;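 active = inhibition above about 35% when tested at 20 µM, limit read from the data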;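 also: plate controls were DMSO wells with enzyme for no effect and DMSO wells lacking enzyme for full effect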
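Assay system: recombinant HKDC1 hexokinase; detection: coupled resazurin fluorescence, excitation 525 nm, emission 613 nm; benchmarks: DMSO-plus-enzyme-mix negative control, buffer-substituted positive control; compound dosing: single 20 µM dose; schedule: 90 min at room temperature in dark; also added: glucose plus 1 mM ATP as hexokinase substrates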
mIAP inh: mouse IAP inhibition; inhibition, % at 10 µM; purified mouse IAP, CDP-Star luminescence, 30 min; hit rate 0.2% among 330,000;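 active = inhibition of at least 40% at 10 µM in the primary screen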;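 also: plate controls were DMSO with enzyme for no effect and no enzyme wells for full effect; values of inactives mirror those of a sister screen read the other way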
* = called active by the depositor; nt = no result given.

SMILES	hIAP block	A3A deaminase	mIAP act	PfG6PD inh	hIAP activ	ATG4B inhibitor	HKDC1 inh	mIAP inh
CCOc1ccccc1CNC(=O)CCNC(=O)Cn1ccc2ccccc2c1=O	1.1	0.6	0.975	8.0	0.989	-4.5	-5.1	2.5
Cc1c(C(=O)NCc2ccco2)sc2nc(-c3ccccc3)cn12	-0.1	4.3	0.961	0.3	1	-5.1	-3.1	3.9
COc1ccc(/C=C/C(=O)Oc2ccc(C=O)cc2OC)cc1	1.6	-0.7	0.926	-5.0	0.984	4.0	-4.4	7.4
O=C(CCc1ccc(CCC(=O)c2cccs2)s1)c1cccs1	6.0	4.9	0.96	-4.9	0.94	23.6	-3.1	4.0
Cc1cccn2c(=O)c(/C=C(\C#N)S(=O)(=O)c3ccccc3)c(Oc3ccc(Cl)cc3)nc12	8.8	4.0	0.971	4.0	0.912	6.3	-10.5	2.9
COC(=O)c1cc(S(=O)(=O)N2CCN(c3ccc(F)cc3)CC2)cn1C	-43.0	0.0	0.989	0.7	1.43	-1.1	-4.0	1.1
O=C(O)c1cccnc1SC1CC(=O)N(c2ccc(OC(F)F)cc2)C1=O (stereo not given)	-18.0	-2.0	1	-11.8	1.18	-6.0	-4.4	-0.5
Cc1cc(=O)[nH]c(SCCCOc2ccc(F)cc2)n1	3.2	1.8	1.02	-6.1	0.968	-5.9	-6.2	-1.9
COc1ccc(NC(=O)CSc2nc3c(c(=O)n2C)SCC3)cc1OC	-25.3	-1.1	1.03	-20.0	1.25	3.3	1.6	-2.8
C/C(CC(=O)Nc1cccnc1)=N\NC(=O)C(=O)NC(C)C	-8.0	-2.7	1.01	-12.5	1.08	-4.9	0.6	-1.4
COc1ccccc1CCNC(=O)CSc1nnc2ccc(-c3cccnc3)nn12	-2.0	1.8	1.09	-3.5	1.02	0.7	-4.6	-9.4
CCc1ccc(NC(=O)c2cccc(NC3=NC4CS(=O)(=O)CC4S3)c2)cc1 (stereo not given)	13.7	-6.3	0.984	1.4	0.864	-28.5	-6.2	1.6
COc1ccc(CCN(C)C(=O)CSc2ncnc3sccc23)cc1OC	3.6	3.5	1.01	9.2	0.964	2.4	-11.5	-0.6
CCc1ccc(C(=O)NC2CCCCC2)s1	0.9	-3.2	0.922	21.6	0.991	3.9	0.6	7.8
CN(C)S(=O)(=O)c1cccc(C(=O)NCCOC(=O)c2cc(F)c(F)cc2Cl)c1	8.1	-2.4	0.978	5.4	0.919	-17.1	-1.3	2.2
CC(=O)Nc1cc(NC(C)=O)cc(C(=O)OC(C)C(=O)Nc2ccc(S(=O)(=O)N3CCCC3)cc2)c1 (stereo not given)	-0.7	9.4	0.959	6.4	1.01	-10.8	-0.7	4.1
Cc1ccc(CNC(=O)CN2C(=O)NC(C)(c3cccc(Br)c3)C2=O)cc1 (stereo not given)	-1.5	-4.5	1.02	-1.5	1.01	-6.6	-4.8	-2.2
Cn1c(O)c(N=NC(=N)N)c2ccccc21	1.3	0.4	0.989	0.1	0.987	-7.4	0.3	1.1
CC[C@]12c3[nH]c4cc(CCC(=O)N(C)C)ccc4c3CCN1C(=O)[C@@H](CC(=O)NC/C=C(\C)CCC=C(C)C)C[C@@H]2C(=O)N1CCN(C(=O)c2ccco2)CC1	nt	-1.5	1.11	20.5	nt	nt	4.5	-11.3
COc1ccc(NC(=O)CN2C(=O)NC(C)(c3ccc(C)cc3)C2=O)c([N+](=O)[O-])c1 (stereo not given)	-30.8	0.9	0.964	7.1	1.31	-5.6	0.0	3.6

Two records picked at random from those above:
SMILES	hIAP block	A3A deaminase	mIAP act	PfG6PD inh	hIAP activ	ATG4B inhibitor	HKDC1 inh	mIAP inh
COC(=O)c1cc(S(=O)(=O)N2CCN(c3ccc(F)cc3)CC2)cn1C	-43.0	0.0	0.989	0.7	1.43	-1.1	-4.0	1.1
CCc1ccc(C(=O)NC2CCCCC2)s1	0.9	-3.2	0.922	21.6	0.991	3.9	0.6	7.8

The list goes on:
SMILES	hIAP block	A3A deaminase	mIAP act	PfG6PD inh	hIAP activ	ATG4B inhibitor	HKDC1 inh	mIAP inh
Cc1sc(NC(=O)c2cc3ccccc3oc2=O)c(C(=O)OC(C)C)c1-c1ccccc1	-4.3	-0.3	1.01	-6.8	1.04	2.1	-2.2	-0.7
CCOC(=O)C(=O)NC12CC3CC(CC(C3)C1)C2	-17.0	-1.1	0.978	-3.7	1.17	1.3	1.8	2.2
Cc1ccc(-c2c(C)c(-c3ccc(F)cc3)nc(N)c2C#N)o1	-14.8	-4.0	0.979	11.6	1.15	2.5	-6.1	2.1
Cc1ccccc1-c1nnc(SCCC(=O)N2CCOCC2)o1	-21.4	-3.3	0.973	-1.9	1.21	-15.0	-5.0	2.7
O=S(=O)(N/N=C\C=C\c1ccccc1)c1ccccc1	4.6	0.1	0.941	-8.3	0.954	1.3	-6.3	5.9
COc1ccc(OC)c(C(=O)CSc2nc3ccccc3n2CC(=O)NC(C)(C)C)c1	10.9	-6.9	1	-4.4	0.891	-7.4	-0.7	-0.3
C/C(=N\Nc1ccc(C(=O)O)cc1)c1ccc2c(c1)Nc1ccccc1S2	15.6	9.9	0.867	11.3	0.844	28.1	6.2	13.3
CCc1ccc(NC(=O)COC(=O)/C=C/c2ccco2)cc1	-10.5	21.8	0.862	4.5	1.1	6.5	-2.1	13.8
CC1CCN(C(=S)c2ccc(-c3ccc(Cl)cc3Cl)o2)CC1	2.2	0.1	0.858	47.1	0.978	-1.7	-5.9	14.2
Cc1ccc(NC(=S)NCc2cccs2)cc1	-4.7	-8.6	1.12	0.1	1.05	-0.1	-2.1	-12.1
COC(=O)c1ccc(OCc2nc(N)nc(N3CCOCC3)n2)cc1	-9.5	6.6	0.76	-10.1	1.09	-3.7	-1.6	24.0
O=C1CC(c2cc(F)ccc2F)c2cc3c(cc2N1)CCC3 (stereo not given)	-9.6	0.4	1.02	-9.7	1.1	-4.7	0.8	-2.0
CC(Oc1ccc(Br)cc1)C(=O)NNC(=O)CCN1CCN(c2ccccc2)CC1 (stereo not given)	-45.2	12.9	1	-1.8	1.45	0.0	0.5	0.0
O=C(NNC(=O)c1ccc(F)c(S(=O)(=O)N2CCOCC2)c1)c1ccc(Br)cc1	-21.8	0.5	0.959	-15.2	1.22	-3.4	-4.5	4.1
Cc1cccc(NC(=O)CSc2nc3nc4c(cc3c(=O)n2-c2ccccc2)CCCC4)c1	8.8	-2.9	0.934	-0.7	0.912	8.3	3.9	6.6
CCCCN(C)C1CCN(C(=S)Nc2ccc(OC)cc2)CC1	10.5	1.7	1.02	0.8	0.895	11.3	-1.5	-1.9
C=CCN(CC=C)C(=S)NCCc1ccc(OC)c(OC)c1	-1.7	-4.4	0.949	-3.4	1.02	-4.4	-9.7	5.1
FC(F)(F)c1cc(C(F)(F)F)c2ccc(N3CCOCC3)nc2n1	13.4	-1.8	0.925	-9.8	0.866	4.9	-2.6	7.5
O=C1C=C(c2ccc(CO)cc2)C[C@@H](c2ccc3c(c2)OCO3)C1	0.5	-1.3	0.952	10.1	0.995	-5.6	-1.8	4.8
CC(=O)c1ccc(-c2nnc(CCC(=O)N(C)Cc3cccc4cnccc34)o2)s1	-14.9	1.3	1.05	9.6	1.15	13.4	-8.1	-5.4

In a second layout: results already given
| SMILES | hIAP block | A3A deaminase | mIAP act | PfG6PD inh | hIAP activ | ATG4B inhibitor | HKDC1 inh | mIAP inh |
| --- | --- | --- | --- | --- | --- | --- | --- | --- |
| C/C(=N\Nc1ccc(C(=O)O)cc1)c1ccc2c(c1)Nc1ccccc1S2 | 15.6 | 9.9 | 0.867 | 11.3 | 0.844 | 28.1 | 6.2 | 13.3 |
| O=C(NNC(=O)c1ccc(F)c(S(=O)(=O)N2CCOCC2)c1)c1ccc(Br)cc1 | -21.8 | 0.5 | 0.959 | -15.2 | 1.22 | -3.4 | -4.5 | 4.1 |

A stretch from the list above:
SMILES	hIAP block	A3A deaminase	mIAP act	PfG6PD inh	hIAP activ	ATG4B inhibitor	HKDC1 inh	mIAP inh
CCOC(=O)C(=O)NC12CC3CC(CC(C3)C1)C2	-17.0	-1.1	0.978	-3.7	1.17	1.3	1.8	2.2
Cc1ccc(-c2c(C)c(-c3ccc(F)cc3)nc(N)c2C#N)o1	-14.8	-4.0	0.979	11.6	1.15	2.5	-6.1	2.1

(further entries)
SMILES	hIAP block	A3A deaminase	mIAP act	PfG6PD inh	hIAP activ	ATG4B inhibitor	HKDC1 inh	mIAP inh
Cc1nc(SCC(=O)Nc2c(C)n(C)n(-c3ccccc3)c2=O)[nH]c(=O)c1Cc1ccccc1	-29.9	0.4	0.934	-15.1	1.3	-1.9	12.1	6.6
CC1CCCC(C)N1C(=O)COC(=O)CNC(=O)C12CC3CC(CC(C3)C1)C2 (stereo not given)	14.4	0.1	1.01	-1.9	0.856	3.1	0.5	-1.1
CN1CCN(CCCNC(=O)c2cc3c(=O)n(C)c4ccccc4c3s2)CC1	9.7	5.2	0.984	15.3	0.903	8.8	11.4	1.6
Cc1ccc(C)c2[nH]c(=O)c(CN(Cc3cccnc3)C(=S)NCc3ccco3)cc12	8.8	-2.1	0.928	6.0	0.912	-6.0	-7.4	7.2
C=CCn1c(COc2ccc(F)cc2)nnc1SCC(=O)NC1CCS(=O)(=O)C1 (stereo not given)	-0.3	-1.3	1.03	3.3	1	-1.2	-5.4	-2.6
COc1cc2c(cc1OC)C(c1cccs1)N(C(=O)c1cccnc1)CC2 (stereo not given)	2.4	-3.2	0.936	-16.6	0.976	8.0	3.3	6.4
CCC(=O)N1c2ccc(S(=O)(=O)NCCc3ccccc3)cc2CC1C (stereo not given)	-16.1	-1.5	0.996	2.9	1.16	-7.8	3.1	0.4
CC(Oc1ccc(Cl)cc1Cl)C(=O)OCn1nnc2ccccc2c1=O (stereo not given)	0.1	3.8	0.944	4.5	0.999	1.9	1.2	5.6
Cn1cc(CCNCc2cn[nH]c2-c2ccc(-c3ccccc3)cc2)cn1	-12.1	0.7	1.07	4.8	1.12	5.5	-7.0	-7.2
CC1CCCCC1NC(=O)c1ccc(-n2cncn2)c([N+](=O)[O-])c1 (stereo not given)	3.7	4.1	1.12	4.8	0.963	4.2	-3.0	-11.6
COc1ccc(OC)c(NC(=O)NC2CCCc3ccccc32)c1 (stereo not given)	-11.6	-2.8	1.04	-10.1	1.12	18.3	-3.9	-3.9
Oc1ccc(C[C@@H]2CNC(=S)N2CCCCC2CCCCC2)cc1	-23.6	-5.3	1.01	3.6	1.24	-13.6	5.1	-1.5
CCC(C(=O)OCC(=O)Nc1ccc2[nH]c(=O)[nH]c2c1)c1ccccc1 (stereo not given)	3.8	12.4	0.984	12.9	0.962	-7.3	-3.1	1.6
C/C(=N\OC(=O)Nc1ccccc1)c1cnn(-c2cc(C(F)(F)F)cc(C)n2)c1C	-3.5	-2.8	0.999	-2.3	1.03	7.8	-2.2	0.1
Cc1ccc(Nc2ncc(C(=O)NCCCN3CCN(C)CC3)c3ccccc23)cc1Cl	7.7	2.5	0.996	26.8	0.923	-7.2	-4.8	0.4
COc1ccc(-c2nc(-c3ccccc3)c(-c3cc([N+](=O)[O-])ccc3C)[nH]2)cc1OC	22.7	-4.9	0.828	29.6	0.773	10.6	5.0	17.2
Cc1cccc(N2C(=N)SCC2=O)c1C	11.3	-0.5	1.04	13.1	0.887	2.4	-8.6	-3.6
Cc1ccc(C(=O)NNC(=S)NC(=O)c2ccco2)cc1	-79.0	-10.8	0.799	-13.4	1.79	3.6	-2.0	20.1
C=CCn1c(COc2ccccc2)nnc1SCC(=O)N/N=C/c1ccc(C)cc1	4.6	1.1	1.01	-6.5	0.954	-15.3	-1.8	-0.6
